High-throughput results (PubChem)
USP2a inh: blocks human ubiquitin-specific protease USP2a | O75604 | USP2 core, Ub-CHOP2 coupled fluorogenic reporter, 485/531 | Potency, µM (titrated, usually from 38.3 µM), without a hit: at the top dose activity change, negative = inhibition, hits mostly inhibitors | hit rate 0.01% among 330,000 | AID 463254;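 also: potency is read from the fitted curve at half-maximal effect; plate controls were DMSO wells for no effect and full inhibition by NEM control for full effect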
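Cell-free coupled assay: 10nM USP2 core preincubated 30min RT with compound in Tris-HCl pH 8.0/CaCl2/CHAPS buffer, then 25nM Ub-CHOP2 and 25nM reporter substrate; fluorescence (Ex 485/Em 531) read after 60min RT, normalized to NEM inhibition, concentration-response curves fitted.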
uPA surface inh: cell surface uPA generation inhibition; Potency, µM (highest dose often 38.3 µM), for inactives: top-dose activity change, negative = inhibition, most hits filed as inhibitors; hit rate 0.31% among 330,000; cell surface uPA generation assay, qHTS; AID 540303; active = well fitted inhibition curve with a large enough effect; inconclusive = small, poorly fitted or top-dose-only effect; inactive = no such curve, though single readings can be large or run the other way; tested in mouse RAW 264.7 cells; also: potency is read from the fitted curve at half-maximal effect; % is scaled to controls: 0 for no effect and ±100 for the full control effect; nearly all actives have a fitted effect of over 55% in size
Tb PFK inh: blocks T. brucei phosphofructokinase. T. brucei PFK, ADP-Glo luminescence. Potency, µM (highest dose often 57.5 µM), inactives show at the top dose activity, negative = inhibition, actives largely listed as inhibitors. hit rate 0.17% among 330,000;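 also: potency is read from the fitted curve at half-maximal effect; 0% = uninhibited 1x PFK enzyme wells and -100% = no-enzyme wells; nearly all actives have a fitted effect of over 60% in size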
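ADP-Glo luminescence quantified ADP after 45 min at room temperature, with 1.25 nM T. brucei PFK, 0.1 mM ATP and 0.5 mM fructose-6-phosphate in pH 8.0 TEA buffer. qHTS titrations up to 57 µM; curves classified by quality.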
TSHR antagonist: human thyrotropin receptor antagonism | activity change, negative = inhibition, % at 11.5 µM | P16473 | TSHR-expressing cells, TSH-stimulated cAMP HTRF, 2 h; active compounds read low | hit rate 0.2% among 330,000;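 active = activity change below a set negative limit, meaning inhibition stronger than a set level, cut at about -70% in these data; inconclusive = activity change between two set negative limits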; also: % is scaled to controls: 0 for no effect and ±100 for the full control effect
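TSHR-expressing cells were treated with compounds, then stimulated with TSH at EC80 (4nM final) for 2 hours at 37 deg C. Cellular cAMP was measured by HTRF competition between lysate cAMP and cAMP-d2 for a cryptate-labelled anti-cAMP antibody.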
ELG1 DNA repair: ELG1-dependent DNA repair inhibition. hit rate 2.3% among 330,000. Potency, µM (doses to about 46.1 µM), for inactives: at the top dose activity change, negative = inhibition, hits mostly inhibitors. HEK293T ELG1-luciferase reporter, luminescence, 16 h; DNA damage induced by 5-fluorouridine. AID 504467; also: potency is read from the fitted curve at half-maximal effect; % is scaled to controls: 0 for no effect and ±100 for the full control effect; nearly all actives have a fitted effect of over 55% in size
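DMSO vehicle served as the neutral condition. Each well held 2,000 cells given 5-fluorouridine plus compound; after 16 hr at 37 °C/5% CO2, ONE-Glo was added and luciferase measured 30 min later.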
TCR act: activates T cell receptor signaling; primary human leukocytes, anti-CD3, IL-2 HTRF, 48 h; Potency, µM (series often up to 9.22 µM), inactives show at the highest dose activation of IL-2 secretion, usual class: activators; 330,000 tested, under 10 active; AID 504894; also: % of control where 0% means no effect
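IL-2 produced over 48 hr by a-CD3 bead-stimulated primary human leukocytes exposed to compounds was detected with a homogeneous time-resolved FRET immunoassay, 665nm acceptor signal after 320nm excitation.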
B2AR arrestin: agonists driving beta-arrestin recruitment to human beta2-adrenergic receptor; beta-arrestin recruitment to beta2AR, cell-based reporter; Potency, µM (series often up to 46.1 µM), for inactives: at the top dose activation, hits mostly activators; hit rate 0.02% among 330,000; AID 492947;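 also: potency is read from the fitted curve at half-maximal effect; 0% = DMSO controls and full agonism = EC100 isoproterenol or metaproterenol; nearly all actives have a fitted effect of over 65% in size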
Target sequence (P07550 whole entry, looked up): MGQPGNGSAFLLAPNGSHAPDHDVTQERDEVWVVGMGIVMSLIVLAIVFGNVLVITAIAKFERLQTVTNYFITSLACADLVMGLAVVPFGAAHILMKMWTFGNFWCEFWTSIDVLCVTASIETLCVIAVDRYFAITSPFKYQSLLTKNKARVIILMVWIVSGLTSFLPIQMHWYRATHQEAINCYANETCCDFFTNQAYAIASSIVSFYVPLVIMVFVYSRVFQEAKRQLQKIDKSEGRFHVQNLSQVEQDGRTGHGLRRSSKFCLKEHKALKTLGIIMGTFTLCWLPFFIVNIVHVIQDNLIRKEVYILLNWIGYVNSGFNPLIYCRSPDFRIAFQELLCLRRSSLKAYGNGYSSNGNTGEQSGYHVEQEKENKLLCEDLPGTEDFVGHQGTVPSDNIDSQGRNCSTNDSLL
Mito fusion yeast: mitochondrial division inhibition or fusion activation | AID 485298 | S. cerevisiae fusion-defective mutant growth rescue, CellTiterGlo 48 h | hit rate 0.23% among 320,000 | Potency, µM (doses to about 46.1 µM), for inactives: at the top dose growth rescue (activation), actives largely listed as activators;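 also: potency is read from the fitted curve at half-maximal effect; % of control where 0% means no effect; nearly all actives have a fitted effect of over 45% in size; temperature-sensitive fusion mutants such as fzo1-1 at 37 °C on non-fermentable ethanol glycerol medium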
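Yeast fusion mutant, YPEG (non-fermentable carbon), compound, 48 h at 37C non-permissive; CellTiterGlo added, 10 min RT, luminescence read. Rescued growth = division inhibition.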
PTAP TSG101 blk: blocks PTAP/TSG101 interaction to inhibit HIV-1 budding; Fluorescence polarization, FITC-PTAP peptide / Tsg101 binding; 340,000 tested, under 10 active; Potency, µM (top dose mostly 115 µM), without a hit: at the top dose activity change, negative = inhibition, usual class: inhibitors; AID 493005; Q99816; active = well fitted inhibition curve with a large enough effect in the main read-out, with a control signal flat, not every such curve was filed as active; inconclusive = small, poorly fitted or top-dose-only effect, or effect the other way, or a change in a side signal; inactive = no such curve, though single readings can be large or run the other way; also: potency is read from the fitted curve at half-maximal effect; % of control where 0% means no effect
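Fluorescence polarization binding of Tsg101 binding domain (10 uM final) to FITC-labeled PTAP peptide (50 nM final) in HEPES pH 7.5 buffer with NaCl, Tween 20, EDTA, TCEP. Compounds added before peptide; binding 20 min at RT.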
Eya2 phos inh: blocks the phosphatase activity of human Eya2; O00167; recombinant Eya2, OMFP fluorescence dephosphorylation (OMFP is methylfluorescein phosphate); Potency, µM (titrated, usually from 76.9 µM), without a hit: at the highest dose activity, negative = inhibition, hits mostly inhibitors; hit rate 0.006% among 330,000; also: potency is read from the fitted curve at half-maximal effect; % is scaled to controls: 0 for no effect and ±100 for the full control effect
Target sequence (O00167 whole entry, looked up): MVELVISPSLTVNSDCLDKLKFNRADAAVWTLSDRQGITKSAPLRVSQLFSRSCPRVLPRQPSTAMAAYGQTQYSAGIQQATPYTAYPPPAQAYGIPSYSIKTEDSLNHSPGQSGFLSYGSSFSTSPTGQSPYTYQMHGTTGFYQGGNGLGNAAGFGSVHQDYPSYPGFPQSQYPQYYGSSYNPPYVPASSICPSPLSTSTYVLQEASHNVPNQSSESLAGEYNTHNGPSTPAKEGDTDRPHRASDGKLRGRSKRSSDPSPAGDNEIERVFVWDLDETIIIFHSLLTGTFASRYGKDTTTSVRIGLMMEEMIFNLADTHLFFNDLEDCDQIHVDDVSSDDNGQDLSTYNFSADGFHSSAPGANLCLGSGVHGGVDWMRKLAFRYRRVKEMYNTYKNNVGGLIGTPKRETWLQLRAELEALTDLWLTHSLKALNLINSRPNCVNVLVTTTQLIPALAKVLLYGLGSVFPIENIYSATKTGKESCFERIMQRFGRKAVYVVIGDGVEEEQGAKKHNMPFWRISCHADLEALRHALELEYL
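Eya2 (0.2 uM) preincubated 10 min at ambient with compound, then OMFP substrate added at 50 uM; 10 min reaction in 50 mM HEPES pH 7.5, 50 mM NaCl, 5 uM MgCl2, 0.05% BSA, 1 mM DTT. Fluorescence read at Ex 485/Em 525 nm.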
Chronic BCR inh: chronic active BCR signaling inhibition. ABC-DLBCL IkBa-CBG/CBR reporter, luminescence ratio, 4 h. Potency, µM (highest dose often 46.1 µM), without a hit: at the highest dose ratio change, negative = lower green/red ratio, actives largely listed as inhibitors. hit rate 0.05% among 340,000. AID 493014; active = well fitted inhibition curve with a large enough effect in the signal ratio, with a control signal flat, not every such curve was filed as active; inconclusive = small, poorly fitted or top-dose-only effect, or effect the other way, or a change in a side signal; the % refers to the signal ratio;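 also: potency is read from the fitted curve at half-maximal effect; plate controls were basal doxycycline-induced cells for no effect and cells given 10 µM MG132 for full effect; MG132 reads +100%, hits lower the ratio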
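Concentration-response series (up to 46 uM) were applied to TMD8 dual-reporter cells for 4 h at 37C with doxycycline. Green/red ratio, after filter-overlap correction, defined %Activity; red signal alone was normalised to basal cells and zero luminescence.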
* hit, by the source's call; ? = inconclusive; / = not tested or not shown; [ ] = another dose, or the depositor's remark. Unless noted, calls follow the shape of the dose curve; as a rule, active = well fitted curve in the direction sought with a large enough effect; inconclusive = small, poorly fitted or top-dose-only effect, or another doubt; inactive = no such curve, though single readings can be large; an effect the other way counts as inactive or inconclusive.

SMILES	USP2a inh	uPA surface inh	Tb PFK inh	TSHR antagonist	ELG1 DNA repair	TCR act	B2AR arrestin	Mito fusion yeast	PTAP TSG101 blk	Eya2 phos inh	Chronic BCR inh
COc1cccc(CN(C)C(=O)c2ccc(OCC(=O)N3CCOCC3)c(OC)c2)c1	3%	7%	0%	-4	14%	-4%	0.4%	-5%	0%	4%	-1%
Cc1c(Cc2ccccc2)sc(/N=C/c2c(O)ccc3ccccc23)c1C(N)=O	-2%	10%	17%	-2	?	-2%[46.1 µM]	6.3%	?	-2%	7%	9%
COc1ccc(Cn2c(=O)sc3ccccc32)cc1	4%	3%	3%	-33	8%	-41%	0.0%	16%	-4%	-17%	-19%
O=Cc1cn(-c2ccccc2)nc1-c1cccnc1	1%	0%	-1%	-1	4%	-25%	0.1%	?	-1%	-4%	2%
CCCSc1nc(C)cc(C)c1C(N)=O	1%	-1%	-2%	2	5%	/	-0.5%	-2%	-1%	10%	-5%
COc1ccc(S(=O)(=O)Nc2ccc(Cc3ccncc3)cc2)cc1OC	-1%	/	-2%	-23	-20%	-3%	-0.3%	3%	0%	4%	0%
COC(=O)c1cc(=O)n(-c2ccc(F)cc2)c(=Nc2ccc(F)cc2)s1	1%	?	-4%	-6	?	-5%	-0.8%	9%	-1%	-6%	?
CC(c1ccccc1)n1cc(C(=O)NCC2COc3ccccc3O2)nn1 (stereo unspecified)	0%	-1%	-1%	?	-1%	8%[46.1 µM]	-0.9%	0%	-4%	-6%	13%
Cc1ccc(NC(=O)CSC2=C(C#N)C(c3ccco3)CC(=O)N2)cc1 (stereo unspecified)	1%	3%	-1%	-6	?	4%	-1.1%	1%	-1%	-5%	?
Cc1ccc(CC(=O)NCCc2ccc(S(N)(=O)=O)cc2)cc1	-1%	-3%	4%	-9	10%	7%	0.4%	-2%	-2%	5%	5%
COC(=O)[C@]1(Cc2ccccc2)N[C@H](c2ccc(SC3CCCCC3)c(OC)c2)[C@@H]2C(=O)N(C)C(=O)[C@@H]21	-6%	?	3%	-15	-15%	-1%	0.0%	/	0%	-2%	?
O=C(NNc1c(Cl)cncc1Cl)c1cccs1	1%	2%	6%	-1	-3%	1%	0.1%	-2%	-1%	1%	5%
Cc1cc(C)cc(N(CC(=O)N2CCn3c2nc2ccccc23)S(=O)(=O)c2c(C)noc2C)c1	-1%	2%	-2%	20	-4%	-4%	-0.9%	-2%	-1%	-13%	4%
S=C(Nc1cccnc1)N1CCN(c2ccccc2Cl)CC1	3%	/	8%	0	-28%	-2%	0.6%	-26%	-1%	-5%	9%
Cc1ccc(C)c(NC(=O)CSc2nnc(-c3ccncc3)n2N)c1	0%	3%	1%	3	0%	3%	-3.0%	2%	-1%	4%	-1%
Cn1c(SCC(=O)Nc2ccc(F)cc2)nc2c(c1=O)SCC2	-7%	4%	-7%	-6	3%	4%	0.3%	-2%	-3%	4%	6%
CCCNS(=O)(=O)c1ccc(CCC(=O)N2CCN(c3ccc(OC)cc3)CC2)cc1	0%	-2%	2%	-6	-26%	1%	0.3%	-2%	-5%	4%	21%
CS(=O)(=O)c1ccc2nc(NC(=O)c3ccccc3Cl)sc2c1	2%	?	1%	-17	16%	1%	-0.1%	-1%	1%	4%	?
Nc1nc(SCc2ccc([N+](=O)[O-])cc2)nc2nc3c(cc12)CCCC3	0%	7%	15%	3	8%	-3%[46.1 µM]	-4.1%	-2%	-6%	-3%	?
COCCOC(=O)C1=C(N)OC2=C(C(=O)CC(C)(C)C2)C1c1cccnc1 (stereo unspecified)	3%	5%	-1%	-4	8%	/	0.2%	-8%	-6%	1%	?
CN(C)S(=O)(=O)n1cc(/C=C(\NC(=O)c2ccccc2Cl)C(=O)N2CCOCC2)c2ccccc21	0%	-9%	-8%	-5	?	-2%	0.5%	5%	-2%	9%	-8%
CC(C)c1ccccc1NC(=O)CNC(C)c1ccc(F)cc1 (stereo unspecified)	-5%	-2%	0%	-4	-16%	1%	0.2%	-3%	-2%	-21%	0%
Cc1cccc(NC(=O)CCNS(=O)(=O)c2cc(Br)cnc2N)c1C	6%	5%	0%	-19	0%	-3%	0.2%	9%	1%	12%	4%
C=CCNCCOCCOc1ccc(C)cc1[N+](=O)[O-]	1%	/	3%[0.46 µM]	-1	-23%	-1%	-1.1%	-1%	-9%	2%	0%
CCN(Cc1ccccc1)C(=O)c1cccc(OC2CCN(C(=O)C3CC3)CC2)c1	-1%	-4%	-4%	2	?	-2%	-0.9%	2%	-6%	6%	?
O=C(NCCc1ccccc1)C(=O)NCCC1CCCCN1S(=O)(=O)c1ccccc1 (stereo unspecified)	1%	1%	1%	-16	-20%	-3%	0.3%	-4%	-5%	-7%	8%
CN(Cc1ccon1)C(=O)C1CCN(C2CCN(CCCc3ccccc3)CC2)CC1	2%	-21%	0%	-4	-17%	3%	-0.4%	3%	/	-4%	1%
Cc1c(C2CC(=O)N(c3ccccc3)C2=O)[nH]n(-c2ccccc2)c1=O (stereo unspecified)	0%	0%	0%	-4	4%	-5%	-0.1%	-9%	0%	7%	-3%
CCC1Oc2ccc(Cl)cc2N(CC(=O)O)C1=O (stereo unspecified)	-1%	/	0%	2	-5%	-1%	-0.2%	1%	-15%	14%	-1%
COC(=O)CC1SC(=O)NC1=Nc1ccccc1 (stereo unspecified)	-1%	3%	8%	-2	-7%	2%	-0.9%	-3%	-3%	26%	-2%
N=C1CCCN1CC(=O)c1ccc(Cl)cc1	7%	1%	1%	2	?	1%[46.1 µM]	0.2%	-3%	1%	7%	9%
CC(C)(C)c1ccc(OCC(=O)NCc2ccco2)cc1	2%	-1%	0%	-19	-1%	0%	-1.8%	5%	1%	-4%	0%
Cc1ccccc1-n1nc2c(c1NC(=O)C(C)(C)C)CS(=O)(=O)C2	1%	13%	2%	-4	0%	-27%	-0.3%	11%	1%	4%	?
COC(=O)c1cc(C)sc1NC(=O)C1C2C=CC(CC2)C1C(=O)O (stereo unspecified)	3%	-5%	0%	10	-10%	1%[46.1 µM]	-0.6%	?	-7%	3%	?
COc1cc(/C=C/c2ccc3cccc(O)c3n2)cc(Br)c1OC	-13%	-14%	-19%	2	?	-4%	0.0%	0%	3%	0%	?
CCOc1ccc(C(C)NC(=O)c2cccnc2OCC)cc1OCC (stereo unspecified)	1%	-7%	3%	16	-12%	2%	0.1%	?	-1%	-5%	0%
O=C(COc1ccccc1)N=C1SC2CS(=O)(=O)CC2N1c1cccc(F)c1 (stereo unspecified)	-2%	3%	-5%	5	12%	-5%	0.0%	0%	-1%	3%	?
CN1CCN(Cc2nc3ccccc3c(=O)n2CC#N)CC1	4%	-10%	-2%	-5	9%	2%	0.0%	6%	4%	-12%	1%
CCCCOC(=O)Oc1ccc2c(=O)c(Oc3cc(C)cc(C)c3)coc2c1	2%	7%	-1%	9	14%	-1%[46.1 µM]	0.1%	11%	1%	5%	-1%
N#Cc1cc(-c2ccc(Cl)cc2)cnc1Sc1ccc(F)cc1	1%	/	0%	-4	-4%	-2%	-0.5%	4%	-9%	?	17%
Cc1ccc(/C=N/N2CCN(c3ccc(Cl)cc3)CC2)o1	-2%	-8%	-5%	-17	8%	0%	0.1%	-2%	3%	-7%	-2%
CC(=O)Nc1ccc(S(=O)(=O)NCc2csc(-c3cccnc3)n2)cc1	3%	-4%	9%	4	-3%	-4%	-0.5%	-8%	-7%	1%	11%
COCCCNc1nc2nonc2nc1N1CCN2CCCC2C1 (stereo unspecified)	0%	16%	-3%	-3	6%	-1%	-0.3%	4%	-1%	-9%	?
O=C(Cn1cncc1-c1ccc([N+](=O)[O-])cc1)Nc1ccccc1F	-1%	7%	-5%	7	23%	-1%[46.1 µM]	-0.5%	-3%	-1%	2%	3%
Cc1ccc(CN2C(=O)CCC2C(=O)NC(C)C)cc1 (stereo unspecified)	-1%	-8%	0%	39	-5%	4%	2.9%	2%	-3%	17%	7%
CN(CC(=O)Nc1ccc(S(=O)(=O)N2CCCC2)cc1)Cc1cccc(Cl)c1Cl	3%	-9%	4%	-4	?	3%[46.1 µM]	-1.8%	?	-5%	1%	-7%
